HTT aggregate = reduces HttQ103-GFP aggregates in PC12 cells; PC12 HttQ103-GFP aggregates, Acumen cytometry, 40 h; Potency, µM (doses to about 46.1 µM), for the others: at the highest dose activity change, negative = inhibition, usual class: inhibitors; actives 1.1% (n = 220,000); note: % is set by controls: 0 for no effect and ±100 for the full control effect; nearly all actives have a fitted effect of over 60% in size
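Multiplexed with ATP-based cell death, this channel scores GFP aggregates in PC12 cells expressing inducible HTTex1-Q103-GFP. Induction used 100 nM tebufenozide; compounds were tested in concentration series.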
HTT ATP protect = Huntington cell model cytoprotection by ATP luminescence. PC12 HTT-Q103 induced, cytoprotection, ATP luminescence, 40 h. Potency, µM (doses to about 56.4 µM), inactives show cytoprotection (ATP increase), actives largely listed as activators. actives 0.14% (n = 230,000). AID 1471;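 note: % of control where 0% means no effect; nearly all actives have a fitted effect of over 45% in size; toxic huntingtin expression switched on by the ecdysone agonist tebufenozide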
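Cells were plated at 1500 per well in phenol red-free DMEM with 5% equine and 5% calf serum. Tebufenozide (100 nM final) and compounds were added, then ATPlite reagent, and luminescence was read.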
GAA glycogen = alters human alpha-glucosidase cleavage of glycogen; Potency, µM (doses to about 76.4 µM), for the others: top-dose activity change, negative = inhibition, actives largely listed as inhibitors; recombinant GAA, glycogen substrate, Amplex Red glucose oxidase fluorescence; actives 0.38% (n = 300,000);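 note: 0% = full enzyme reaction and -100% = no-enzyme basal signal; the screen sought inhibitors and activators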
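Natural-substrate format: glycogen cleavage by 4 nM human enzyme, glucose read by Amplex Red coupling (Ex 573, Em 610 nm). Normalized to enzyme and no-enzyme controls.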
GAA inhib = inhibitors of human lysosomal alpha-glucosidase; P10253; purified human GAA, 4-MU-alpha-glucoside fluorescence; Potency, µM (highest dose often 76.9 µM), for inactives: top-dose activity change, negative = inhibition, usual class: inhibitors; actives 0.005% (n = 200,000); AID 1466;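 note: plate controls were uninhibited enzyme wells for no effect and no-enzyme background for full effect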
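Human enzyme at 4 nM with 400 uM 4-methylumbelliferyl-alpha-D-pyranoside, citrate/phosphate buffer pH 5.0, 0.005% Tween-20, 20 min at room temperature. Compounds up to 77 uM. 4-MU fluorescence (Ex 365/Em 440) read after NaOH/glycine stop; AC50 from Hill fit.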
GoLoco inh red = blocks human Gai1 binding to RGS12 GoLoco peptide, red readout; P63096; Gai1:RGS12 GoLoco peptide FP, rhodamine, 10 min; Potency, µM (titrated, usually from 61.6 µM), without a hit: at the highest dose activity, negative = inhibition, hits mostly inhibitors; actives 0.44% (n = 230,000); active = well fitted inhibition curve with a large enough effect, not every such curve was filed as active; inactive = no such curve, though single readings can be large or run the other way; note: % is set by controls: 0 for no effect and ±100 for the full control effect; nearly all actives have a fitted effect of over 30% in size; many of its hits are not listed in these tables
Target sequence (P63096 whole entry, looked up): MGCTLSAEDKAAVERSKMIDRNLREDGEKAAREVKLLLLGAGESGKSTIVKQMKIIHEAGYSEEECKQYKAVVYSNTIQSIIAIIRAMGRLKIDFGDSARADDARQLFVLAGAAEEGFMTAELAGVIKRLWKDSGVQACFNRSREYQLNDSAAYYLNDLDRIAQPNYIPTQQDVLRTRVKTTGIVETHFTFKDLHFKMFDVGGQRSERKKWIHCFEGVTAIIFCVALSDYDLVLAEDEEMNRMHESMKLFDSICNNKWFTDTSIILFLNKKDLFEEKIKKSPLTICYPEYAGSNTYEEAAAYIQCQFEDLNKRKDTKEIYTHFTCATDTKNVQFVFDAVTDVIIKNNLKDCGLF
IMPase Li inh = IMPase inhibition in cells with lithium potentiation | Potency, µM (titrated, usually from 59.4 µM), for inactives: top-dose activity, negative = IMPase inhibition, usual class: inhibitors | AID 1457 | CHO-M1 cells, IP1 TR-FRET (IP-One), carbachol + lithium | actives 0.35% (n = 210,000);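 note: IP1 builds up when IMPase is blocked and the TR-FRET signal falls; plate controls were basal vehicle for no effect and high inhibitor control for full effect; nearly all actives have a fitted effect of over 50% in size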
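CHO cells stably expressing M1 receptor (2000/well) were cultured 16–30 h, then exposed to compounds with a small lithium addition for 30 min at 37C. IP1 was measured by TR-FRET competition; AC50 from Hill fits.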
aGlu spleen mod = inhibitors or activators of human alpha-glucosidase in spleen homogenate. P10253. human spleen homogenate, 4-MU-alpha-glucoside fluorescence. Potency, µM (highest dose often 79.9 µM), for inactives: at the highest dose activity change, negative = inhibition, usual class: inhibitors. actives 0.006% (n = 240,000);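 note: 0% = enzyme with vehicle and -100% = no enzyme basal signal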
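Compounds were titrated against alpha-glucosidase in spleen homogenate at pH 5.0, with 1 mM 4-methylumbelliferyl substrate for 40 min at 37 C. Reactions were quenched with pH 10 NaOH/glycine and fluorescence measured.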
Active calls of the source: *; u = inconclusive; x = no result given; & = joins results of further samples; [ ] = dose if it differs, or a comment. Unless noted, calls come from the whole dose curve; as a rule, active = well fitted curve in the direction sought with a large enough effect; inconclusive = small, poorly fitted or top-dose-only effect, or another doubt; inactive = no such curve, though single readings can be large; an effect the other way counts as inactive or inconclusive. Potency is the fitted concentration of half-maximal effect. Some of the compounds tested; count on the stated rates, not on these rows.

Keys – A = HTT aggregate; B = HTT ATP protect; C = GAA glycogen; D = GAA inhib; E = GoLoco inh red; F = IMPase Li inh; G = aGlu spleen mod
Cc1cccc(C)c1OCCOCCN1CCN(C)CC1
  A: -8% | B: -15%[0.074 µM] | C: -16% | D: -3% | E: -1% | F: 14%[38.3 µM] | G: -8%
COc1ccccc1C1CCN(C(=O)c2cnn(-c3ccccc3)c2C)CC1
  A: -9%[9.22 µM] | B: -11%[10 µM] | C: -13% | D: 2% | E: 1% | F: x | G: -9%
CCCCn1ccc(O)c(Cc2ccc(F)cc2)c1=O
  A: 7% | B: 28%[10 µM] | C: 2% | D: 7% | E: 12% | F: 14%[38.3 µM] | G: 3%
Cc1ccc(NC(=S)N2CCC(C(N)=O)(N3CCCCC3)CC2)c(C)c1
  A: 2%[9.22 µM] | B: -9%[10 µM] | C: -10% | D: 9% | E: 7% | F: 8% | G: 2%
Cc1ccc(S(C)(=O)=N/C=C2\C(=O)c3sccc3N(C)S2(=O)=O)cc1 (configuration not stated)
  A: 9%[9.22 µM] | B: 5%[10 µM] | C: 8% | D: x | E: 8% | F: x | G: -2%
Cc1onc(-c2ccccc2Cl)c1-c1nc(-c2ccccn2)no1
  A: -3% | B: 12%[0.074 µM] | C: 2% | D: -2% | E: 14% | F: 10%[38.3 µM] | G: 0%
O=C(Nc1ncc(Cc2ccccc2)s1)C1=NCCN1
  A: 10% | B: -56% | C: 16% | D: 5% | E: -3% | F: 0% | G: 2%
O=C(O)CCCCCCNC(=O)c1cncc(O)c1
  A: 0%[9.22 µM] | B: 15%[10 µM] | C: 0% | D: 3% | E: 8% | F: 10% | G: 3%
Cc1csc(-c2nc3ccccc3n2C)n1
  A: x | B: -116%[inhibitor][1.9 µM] | C: x | D: x | E: 3% | F: -10% | G: 21%
CCOC(=O)C1=C(C)Nc2ccccc2N=C1N
  A: 16% | B: -14% | C: 21% | D: -3% | E: 8% | F: 3% | G: 5%
CN(Cc1cccs1)C(=O)CCc1ccc(S(=O)(=O)N2CCOCC2)cc1
  A: -14% | B: 2%[1.9 µM] | C: 1% | D: u | E: -15% | F: 32%[activator][38.3 µM] | G: -6%
O=C(Oc1cccc(NC2=NS(=O)(=O)c3ccccc32)c1)c1ccncc1
  A: -3%[9.22 µM] | B: 5% | C: -3% | D: 3% | E: 8% | F: 6% | G: -3%
CCOc1ccc(Nc2nnc(SCc3nc4ccccc4c(=O)[nH]3)s2)cc1
  A: 18%[9.22 µM] | B: -21%[10 µM] | C: 4% | D: x | E: -7% | F: x | G: 4%
O=C(CCC(=O)OCC(=O)c1ccc([N+](=O)[O-])cc1)NC1CCCCC1
  A: 26% | B: x | C: -6% | D: 7% | E: -9% | F: 2% | G: 1%
CC(C)(C)c1ccc(NS(=O)(=O)c2ccc(N)cc2)cc1
  A: 4%[9.22 µM] | B: 1%&7%[10 µM] | C: -10% | D: -12% | E: -7%[14.2 µM] | F: -7% | G: -2%
CC1CC(=O)C(C2c3ccccc3CCN2C(=O)CCl)C(=O)C1 (configuration not stated)
  A: 11% | B: x | C: 1% | D: 12% | E: 5% | F: -5% | G: -2%
O=c1cnc2cncnc2n1Cc1ccccc1
  A: x | B: -241%[inhibitor] | C: x | D: x | E: 27% | F: 2% | G: -5%
Cc1ccc(OC(=O)c2cccc(S(=O)(=O)N3CCCC3)c2)c(-n2nc3ccccc3n2)c1
  A: 6% | B: -23%[10 µM] | C: 4% | D: -4% | E: 14% | F: 1% | G: -7%
CC(C)C(C(=O)O)N1C(=O)/C(=C/C=C/c2ccco2)SC1=S (configuration not stated)
  A: -3% | B: -3% | C: 3% | D: -9% | E: 37%[activator] | F: 9%[38.3 µM] | G: -21%
CCOc1ccc(CCNC(=O)C2CCCN(c3nnc(-n4cccc4)s3)C2)cc1OCC (configuration not stated)
  A: 9% | B: -26% | C: -7% | D: -11% | E: -1% | F: 16%[38.3 µM] | G: 7%
COCCN1C(=O)C(=O)/C(=C(/O)c2cccc(S(=O)(=O)N(C)C)c2)C12C(=O)N(C)c1ccccc12 (configuration not stated)
  A: -10% | B: 23% | C: 1% | D: -2% | E: 2% | F: 10%[38.3 µM] | G: -10%
COc1ccc(-n2nc(C(=O)Nc3nc4ccc(OC)cc4s3)c3ccccc3c2=O)cc1
  A: -1% | B: -4%[10 µM] | C: 3% | D: 3% | E: 6% | F: 8% | G: 5%
OCCN=Cc1c(O)[nH]c2ccccc12
  A: 12% | B: 10% | C: 1% | D: 10% | E: 2% | F: 25%[38.3 µM] | G: -9%
CCn1c(SCC(=O)NCc2ccccc2)nnc1-c1ccccc1O
  A: u | B: -18%[0.074 µM] | C: -1% | D: -3% | E: 4% | F: 17%[38.3 µM] | G: 4%
COc1ccc(C)cc1NC(=O)C(Sc1nnc(Nc2cc(C)ccc2OC)s1)c1ccccc1 (configuration not stated)
  A: 22% | B: -2%[10 µM] | C: -8% | D: -3% | E: 8% | F: 7% | G: 3%
CON/C=C(\C=Nc1ccc(Cl)cc1Cl)c1ncc(C(F)(F)F)cc1Cl
  A: -9% | B: -7%[10 µM] | C: 3% | D: -5% | E: 0% | F: -4% | G: 5%
Cc1ccc(C(=O)Nc2ccc(S(=O)(=O)N3CCN(C)CC3)cc2)cc1
  A: 10% | B: 16%[10 µM] | C: 5% | D: -1% | E: 3% | F: 0% | G: -1%
N#Cc1cnn(-c2cccc(Cl)c2)c1-n1cccc1
  A: 0%[9.22 µM] | B: -2%[10 µM] | C: -2% | D: -10% | E: 1% | F: x | G: 2%
CCc1ccc(C(=O)CSc2nnc(C)c(=O)[nH]2)cc1
  A: -11% | B: 1% | C: 3% | D: 3% | E: 5% | F: 4%[38.3 µM] | G: 3%
O=c1[nH]nc2c3ccccc3cnn12
  A: 26% | B: -5% | C: -6% | D: -1% | E: 9% | F: -3%[38.3 µM] | G: 7%
CC(C)(C)Nc1nc2nonc2nc1NC(C)(C)C
  A: u | B: -20% | C: 7% | D: -2% | E: 9% | F: 53%[activator][38.3 µM] | G: -6%
N#Cc1c(-c2ccccc2)c(C#N)c2nc3ccccc3n2c1N
  A: -19% | B: 2%[10 µM] | C: 8% | D: -1% | E: 10% | F: -16% | G: -7%
CCOC(=O)Cn1nc(C)c(NC(=O)COc2ccc([N+](=O)[O-])cc2)c1C
  A: 10% | B: 1% | C: -10% | D: 1% | E: 1% | F: -2% | G: -3%
CCc1cccc(NC(=S)Nc2ccc(CN3CCOCC3)cc2)c1
  A: -12% | B: 8% | C: 5% | D: -5% | E: 7% | F: -1% | G: -5%
COC(=O)c1cnn(-c2ccc(F)cc2F)c1/C=N/NC(=S)NC(C)(C)C
  A: -6%[9.22 µM] | B: -13%[10 µM] | C: -4% | D: x | E: 6% | F: x | G: 3%
CCC(C)(C)n1nnnc1C(c1cc2ccc(OC)cc2[nH]c1=O)N1CCN(C2CCCCC2)CC1 (configuration not stated)
  A: -9%[9.22 µM] | B: -23%[10 µM] | C: 11% | D: 1% | E: 4% | F: 4%[38.3 µM] | G: -17%
COc1ccc2c(CC(=O)Nc3cccc(S(=O)(=O)N4CCOCC4)c3)coc2c1
  A: 12% | B: -8%[10 µM] | C: 11% | D: u | E: 7% | F: 2% | G: -11%
CN(C)c1cccc(NC(=O)Cc2ccc(F)cc2)c1
  A: 0% | B: -13% | C: -15% | D: -4% | E: -9% | F: 8%[38.3 µM] | G: -2%
O=C(Sc1nnnn1C1CCCCC1)c1cccs1
  A: -9% | B: -6%[0.074 µM] | C: -3% | D: 0% | E: -13% | F: 17%[38.3 µM] | G: -7%
N[C@@H](Cc1ccc(O)cc1)c1nnc([C@H](CCC(=O)O)NC(=O)C2CCNCC2)o1
  A: -3%[9.22 µM] | B: 12%[10 µM] | C: 11% | D: x | E: 1% | F: -1% | G: 3%
Cc1cccc(OCC(=O)NC(Cc2ccccc2)C(=O)O)c1 (configuration not stated)
  A: 8% | B: x | C: 8% | D: 8% | E: 4% | F: 0% | G: 1%
O=C1CSC(c2ccc(Cl)cc2)N1c1cccnc1 (configuration not stated)
  A: -6%[9.22 µM] | B: -4%[10 µM] | C: 1% | D: -8% | E: 3% | F: x | G: 7%
COc1cc2c(C)nc(C)c(C#N)c2cc1OC
  A: -33% | B: 10% | C: -5% | D: -1% | E: 3% | F: 4%[38.3 µM] | G: 5%
COc1ccccc1NC(=O)Nc1ccc(CC#N)cc1
  A: 3%[9.22 µM] | B: 5%[10 µM] | C: 6% | D: -3% | E: -9% | F: x | G: -3%
CC1CC(=O)C=C(O)C1C(=O)OC(C)(C)C (configuration not stated)
  A: 23% | B: -16% | C: 0% | D: 0% | E: 7% | F: 4%[38.3 µM] | G: -4%
O=C(CN(c1ccccc1F)S(=O)(=O)c1ccccc1)N1CCCCCC1
  A: -37% | B: 8% | C: -2% | D: -2% | E: -2% | F: 40%[activator][38.3 µM] | G: -2%
Cc1nc(NC(=O)c2ccc(Cl)cc2)sc1-c1csc(Nc2cccc(F)c2)n1
  A: -12% | B: -56%[inhibitor] | C: -3% | D: -9% | E: 20% | F: 9%[38.3 µM] | G: -5%
O=C(CC1Oc2ccccc2NC1=O)NCCCN1CCOCC1 (configuration not stated)
  A: -8% | B: -9% | C: -6% | D: 2% | E: 8% | F: 15%[38.3 µM] | G: -1%
Cc1cc(C)cc(NC(=O)CN(Cc2ccccc2)S(C)(=O)=O)c1
  A: 7% | B: -8%[1.9 µM] | C: 1% | D: 0% | E: 11% | F: 9% | G: -2%
CCC(C)C(=O)N1CCCC(c2nc(-c3cccs3)no2)C1 (configuration not stated)
  A: 20% | B: -6% | C: 6% | D: 2% | E: 1% | F: 22%[38.3 µM] | G: -1%

Four entries out of the list above, sorted by the number in IMPase Li inh, lowest first:
| SMILES | IMPase Li inh |
| --- | --- |
| CC1CC(=O)C(C2c3ccccc3CCN2C(=O)CCl)C(=O)C1 (configuration not stated) | -5% |
| N[C@@H](Cc1ccc(O)cc1)c1nnc([C@H](CCC(=O)O)NC(=O)C2CCNCC2)o1 | -1% |
| Cc1cccc(OCC(=O)NC(Cc2ccccc2)C(=O)O)c1 (configuration not stated) | 0% |
| COc1ccc(C)cc1NC(=O)C(Sc1nnc(Nc2cc(C)ccc2OC)s1)c1ccccc1 (configuration not stated) | 7% |

Assay outcomes deposited in PubChem BioAssay by National Center for Advancing Translational Sciences (NCATS).
